# MCF10A rerep = DNA re-replication induction in MCF 10a cells. MCF 10A DNA re-replication, Hoechst nuclear intensity, 48 h. Potency, µM (doses to about 46.1 µM), inactives show at the highest dose activity, positive = re-replication, hits mostly activators. 350,000 tested, 2.9% active; note: potency is the fitted concentration of half-maximal effect; % of control where 0% means no effect; nearly all actives have a fitted effect of over 50% in size
# KB-3-1 cytotox = kills parental KB-3-1 adenocarcinoma cells; Potency, µM (series often up to 46.1 µM), for inactives: at the highest dose activity change, negative = cytotoxic, actives largely listed as cytotoxic; 400,000 tested, 1.4% active; KB-3-1 viability, CellTiter-Glo ATP luminescence, 72 h; AID 1347075; note: potency is the fitted concentration of half-maximal effect; % is set by controls: 0 for no effect and ±100 for the full control effect; nearly all actives have a fitted effect of over 60% in size
#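 Multi-concentration cytotoxicity screen in KB-3-1 cells grown in DMEM lacking phenol red with 10% FBS. After 72 h at 37 °C with compound, ATP-dependent luminescence was recorded.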
# HEK293 tox = cytotoxicity in counter-screen for GLP-1R inverse agonists | HEK293 cAMP-luciferase reporter cells, luminescence, 24 h | Potency, µM (series often up to 38.3 µM), for inactives: at the highest dose activity change, negative = inhibition, actives largely listed as inhibitors | 410,000 tested, 0.13% active | AID 624418;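 note: loss of luciferase light is scored as toxicity; potency is the fitted concentration of half-maximal effect; % is set by controls: 0 for no effect and ±100 for the full control effect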
#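 To flag toxic compounds, the library was rerun on cells for 24 hr at 37 deg C and 5% CO2. Viability-linked luminescence was captured 12 min after adding luciferase detection reagent.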
# KB-V1 cytotox = kills drug-selected multidrug resistant KB-V1 cells; AID 1347076; Potency, µM (doses to about 46.1 µM), without a hit: at the highest dose activity change, negative = cytotoxicity, most hits filed as cytotoxic; KB-V1 MDR cells viability, CellTiter-Glo, 72 h; 400,000 tested, 3.4% active; note: potency is the fitted concentration of half-maximal effect; % is set by controls: 0 for no effect and ±100 for the full control effect; nearly all actives have a fitted effect of over 60% in size
#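 Luminescent ATP read-out (CellTiter-Glo, 10 min) measures survival of drug-selected KB-V1 MDR cells after 72 h, 37 degrees C compound exposure. Medium: phenol-red-free DMEM, 10% FBS. Values from fitted concentration-response curves.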
# SW480 rereplic = DNA re-replication induction in SW480 cells. Potency, µM (doses to about 46.1 µM), for inactives: at the top dose re-replication activation, most hits filed as activators. AID 624297. SW480 DNA re-replication, Hoechst DNA content imaging, 48 h. 340,000 tested, 1.8% active; note: potency is the fitted concentration of half-maximal effect; % of control where 0% means no effect; nearly all actives have a fitted effect of over 55% in size
#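 Compounds, transferred as 23 nL by pin tool, were incubated with cells for 48 hr; DNA content per nucleus was then quantified by Hoechst staining and fluorescence plate imaging.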
# HT1080NT lethal = kills 2HG-producing HT-1080-NT fibrosarcoma cells | Potency, µM (doses to about 46.1 µM), without a hit: at the top dose activity, negative = less viability, actives largely listed as cytotoxic | HT-1080-NT fibrosarcoma viability, CellTiter-Glo ATP luminescence, 48 h | AID 686970 | 360,000 tested, 1.6% active;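 note: NT is the 2HG producing partner of a matched IDH1 knockdown line; potency is the fitted concentration of half-maximal effect; 0% = DMSO-treated cells and -100% = media-only wells without cells; nearly all actives have a fitted effect of over 55% in size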
#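 A 48-hour cytotoxicity screen used HT-1080-NT cells plated 2 hours before compound delivery. ATP-based CellTiter-Glo luminescence measured viability, normalized to DMSO and no-cell controls.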
# HT1080 IDH1KD tx = kills HT-1080 cells with IDH1 knockdown. HT-1080 IDH1 knockdown viability, ATP luminescence, 48 h. Potency, µM (top dose mostly 46.1 µM), inactives show at the top dose activity, negative = toxicity, usual class: cytotoxic. 360,000 tested, 2% active;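 note: potency is the fitted concentration of half-maximal effect; 0% = DMSO wells and -100% = cell-free medium wells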
#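 Using the IDH1-knockdown HT-1080 line run in the same batch and compound series as the NT line, viability after 48 h at 37 °C was determined by CellTiter-Glo luminescence and expressed as % activity.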
# IL1B secr inh = blocks inflammasome-driven IL-1 beta release; 360,000 tested, 4.7% active; activity change, % at 57.5 µM; THP-1 LPS/ATP IL-1B secretion, AlphaLISA, 16 h; stronger effect = lower value; in the data active = activity change below about -50%; inconclusive = mostly about -30% to -49%; note: % is set by controls: 0 for no effect and ±100 for the full control effect
#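 Secreted IL-1B measured by AlphaLISA bead assay after 16 h compound exposure of THP-1 cells; compounds (final up to 57.5 uM) added 1 h before LPS (250 ng/mL) and ATP (1.25 mM) stimulation; lower signal means less secretion.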
# D3 ag = activates the human D3 dopamine receptor; D3R DiscoveRx beta-arrestin cells, luminescence, 90 min; max activation, %; 410,000 tested, 0.58% active; in the data active = max activation above about 30%; note: 0% is about no effect; mostly tested at two doses, the higher about 12 µM
# Target sequence (P35462 whole entry, looked up): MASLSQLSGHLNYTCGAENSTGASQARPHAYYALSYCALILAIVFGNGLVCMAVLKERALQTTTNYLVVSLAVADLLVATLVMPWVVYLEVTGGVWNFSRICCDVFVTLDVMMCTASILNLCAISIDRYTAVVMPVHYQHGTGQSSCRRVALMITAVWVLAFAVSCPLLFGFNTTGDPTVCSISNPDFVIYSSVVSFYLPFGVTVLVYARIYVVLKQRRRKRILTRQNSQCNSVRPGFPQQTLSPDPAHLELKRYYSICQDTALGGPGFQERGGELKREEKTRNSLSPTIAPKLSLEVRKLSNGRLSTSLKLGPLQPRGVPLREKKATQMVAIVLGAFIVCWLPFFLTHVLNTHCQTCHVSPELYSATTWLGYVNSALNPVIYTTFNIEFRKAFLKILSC
#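 Agonist-mode cell screen: cells plated at 1500/well and incubated overnight at 37 °C, then exposed to library compounds for 90 min at 37 °C. Detection reagent was added for 30–60 min at room temperature, and luminescence was read.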
# An asterisk follows results filed as active; ? = inconclusive; . = no result given; [ ] = remark or other dose. Unless noted, calls come from the whole dose curve; as a rule, active = well fitted curve in the direction sought with a large enough effect; inconclusive = small, poorly fitted or top-dose-only effect, or another doubt; inactive = no such curve, though single readings can be large; an effect the other way counts as inactive or inconclusive.
SMILES,MCF10A rerep,KB-3-1 cytotox,HEK293 tox,KB-V1 cytotox,SW480 rereplic,HT1080NT lethal,HT1080 IDH1KD tx,IL1B secr inh,D3 ag
CC(C)(C)NC(=O)NC(=O)COC(=O)c1cccc(F)c1,-23%,17%,1%,-10%,-7%,-2%,-1%,22,-5
COc1ccc(NC(=O)N(C)C[C@H]2Oc3ccc(NC(=O)Nc4c(C)noc4C)cc3C(=O)N([C@H](C)CO)C[C@H]2C)cc1,2%,-2%,-2%,-13%,-47%[inhibitor][9.22 µM],4%,6%,-5,7
O=C(C1CC1)N1CCc2cc(Br)cc(S(=O)(=O)NCCN3CCOCC3)c21,-1%,10%,1%,-3%,0%,10%,3%,-3,-3
Cc1cc(C(=O)NC2CCCCC2)c2cc(F)ccc2n1,7%,1%,-9%,-7%,?,-2%,1%,-7,0
CN(C)C=NC(=O)c1cc(C(=O)c2ccc(C(C)(C)C)cc2)c[nH]1,-2%,0%,-1%,-21%,12%,-8%,-5%,34,-3
COc1ccc(-c2cc(C(F)(F)F)nc(SCC(=O)NCc3ccco3)n2)cc1OC,-1%,-24%,-16%,-16%,-4%,-12%,-9%,-10,-4
O=C(N/N=C/c1ccc(Cl)cc1)c1ccc2nc[nH]c2c1,.,?,-24%,0%,.,?,-29%,-8,-1
CCOC(=O)c1c(C)nc2c(C)cccn12,-4%,5%,-3%,3%,-1%,11%,6%,-8,7
CCCCCn1c(CCCNC(=O)c2ccccc2OC)nc2ccccc21,.,1%,-6%,-10%,.,.,.,.,-23
O=C1C2C3C=CC(CC3)C2C(=O)N1c1ccccc1 (stereo not drawn),0%,1%,-4%,2%,-4%,5%,7%,23,8

# Record cards, from the list above. Order of screens: MCF10A rerep | KB-3-1 cytotox | HEK293 tox | KB-V1 cytotox | SW480 rereplic | HT1080NT lethal | HT1080 IDH1KD tx | IL1B secr inh | D3 ag
# Shown for O=C(N/N=C/c1ccc(Cl)cc1)c1ccc2nc[nH]c2c1 → . | ? | -24% | 0% | . | ? | -29% | -8 | -1
# Shown for COc1ccc(NC(=O)N(C)C[C@H]2Oc3ccc(NC(=O)Nc4c(C)noc4C)cc3C(=O)N([C@H](C)CO)C[C@H]2C)cc1 → 2% | -2% | -2% | -13% | -47%[inhibitor][9.22 µM] | 4% | 6% | -5 | 7
# Shown for CCCCCn1c(CCCNC(=O)c2ccccc2OC)nc2ccccc21 → . | 1% | -6% | -10% | . | . | . | . | -23
# Shown for Cc1cc(C(=O)NC2CCCCC2)c2cc(F)ccc2n1 → 7% | 1% | -9% | -7% | ? | -2% | 1% | -7 | 0
# Shown for CCOC(=O)c1c(C)nc2c(C)cccn12 → -4% | 5% | -3% | 3% | -1% | 11% | 6% | -8 | 7

# (more compounds)
SMILES,MCF10A rerep,KB-3-1 cytotox,HEK293 tox,KB-V1 cytotox,SW480 rereplic,HT1080NT lethal,HT1080 IDH1KD tx,IL1B secr inh,D3 ag
CC(C)N(CC#CCC1(O)c2ccccc2-c2ccccc21)CCO,1%,18%,-5%,2%,-2%,6%,0%,-1,-2
CC(C)NC(=S)NC(=O)c1ccc(Cl)cc1Cl,4%,-5%,-14%,?,.,3%,-18%,65,4
Cc1ccc(C2=CC(c3ccccc3)n3ncnc3N2)cc1 (stereo not drawn),11%,0%,462%[activator],28%,?,17%,17%,-18,0
CC1CCC(C(=O)NC(C(=O)OCC(=O)c2ccc(Br)cc2)C(C)C)CC1 (stereo not drawn),.,-5%,-4%,-20%,.,.,.,.,-11
O=C(O)CC(Cc1ccc(Cl)cc1)C(=O)Nc1ccc([N+](=O)[O-])cc1 (stereo not drawn),-5%,14%,-9%,-6%,3%,-2%,-2%,49,14
CC(=O)N1CCc2cc(S(=O)(=O)NC3CCCc4ccccc43)ccc21 (stereo not drawn),-5%,-11%,4%,?,0%,-16%,-29%,20,-2
CCOP(=O)(OCC)c1nc(/C=C/c2ccccc2)oc1NCc1ccccc1,?,?,-4%,?,21µM*,-22%,-20%,-75*,-3
Cc1cc(O)ccc1Nc1nc(-c2sc(N)nc2C)cs1,-5%,12%,-1%,-26%,-3%,2%,?,31,17
O=C(CN1C(=O)S/C(=C\c2ccccc2F)C1=O)Nc1ccccc1O,8%,4%,1%,1%,-6%,-5%,-3%,-13,-3
Cc1cccc(-n2ncc3c2CCCC3NC(=O)CCN2Cc3ccccc3C2=O)c1C (stereo not drawn),5%,.,1%,.,3%,9%,0%,3,4
CCN1CCN(C(CNS(=O)(=O)c2ccc(OC)cc2)c2cccnc2)CC1 (stereo not drawn),8%,-17%,-15%,3%,2%,0%,-3%,-19,-7
Cc1ccc(CNC(=O)c2ccc(N3CCC4(CC3)CC(c3ccccc3)=NO4)c(NC(=O)c3ccco3)c2)cc1,4%,6%,-3%,0%,-1%,-1%,5%,-24,2
Cc1cc(-c2ccccc2)nc(Oc2ccc(C(C)(C)C)cc2)c1S(C)(=O)=O,?,-24%,12%,?,2%,-17%,-20%,-16,8
CCOC(=O)c1c(NC(=O)c2cccnc2)sc(C)c1C,5%,13%,5%,6%,1%,10%,2%,-54*,1
Cc1ccc(S(=O)(=O)c2nc(Cc3ccccc3)oc2N2CCOCC2)cc1,-3%,7%,-16%,16%,-1%,9%,6%,-5,10
Nc1cc(=O)[nH]c(SCC(=O)N2CCCc3ccccc32)n1,20%,4%,0%,-8%,-4%,-12%,-9%,14,0
Cc1occc1-c1nnc(SCC(=O)O)n1-c1ccccc1,19%,3%,4%,?,-32%,9%,3%,8,4
CC(C)C(OC(=O)c1nsc(Cl)c1Cl)C(=O)NC(C)(C)C (stereo not drawn),6%,15%,14%,13%,-7%,17%,-13%,13,-9
Cc1cc(C)cc(N2C(=O)C=CC2=O)c1,6.5µM*,?,-27%,-22%,16µM*,?,?,-103*,-2
Cc1ccc([C@H]2C[C@@H](O)[C@H](n3cc(COC(=O)c4ccccc4)nn3)CN2C(=O)C2CCCCC2)cc1,.,-9%,-19%,-21%,.,0%,0%,-26,1
O=C(NCc1ccccc1Cl)C1CC(=O)N(Cc2ccccc2)C1 (stereo not drawn),0%,13%,6%[7.66 µM],-15%,-3%,-10%,10%,-16,1
Cn1c(=O)c2c(ncn2CC(=O)Nc2nc(-c3ccccc3Cl)cs2)n(C)c1=O,14%,?,-10%,21µM*,5%,-28%,-30%,36,32*
CS(=O)(=O)CCC(C(=O)OCC(=O)c1ccc(Cl)cc1)N1C(=O)c2ccccc2C1=O (stereo not drawn),-1%,-2%,13%,0%,-5%,1%,14%,23,-5
O=C(NC(=S)Nc1ccccn1)c1ccco1,1%,3%,?,-10%,.,-2%,-2%,0,-4
Cc1ccccc1NC(=O)c1cccc(S(=O)(=O)N2CCCCC2)c1,-1%,-7%,10%,1%,-35%[inhibitor],-7%,-3%,-1,0
O=c1oc2c(CN3CCOCC3)c(O)ccc2c2c1CCCC2,-1%,1%,148%[activator],0%,-4%[9.22 µM],1%,1%,-17,-9
COCCNC(=O)c1onc(CSc2ccc(F)cc2)c1C(=O)NCCOC,3%,2%,1%,15%,?,0%,1%,18,-9
Cc1cc(/C=C2\C(=N)N3N=C(CC(=O)N4CCOCC4)SC3=NC2=O)c(C)n1Cc1ccccc1,18µM*,-5%,-13%,4%,-7%,6%,4%,20,2
CC(O)CNC1c2ccccc2CC1O (stereo not drawn),2%,-3%,-12%,0%,6%,-1%,-12%,1,9
C[C@@H]1CCCCO[C@@H](CN(C)C(=O)CCCN(C)C)[C@@H](C)CN([C@H](C)CO)C(=O)c2cc(N(C)C)ccc2O1,.,0%,-2%,5%,.,10%,6%,0,3
CC(=O)Nc1ccc(S(=O)(=O)N2CCC(N3CCCCC3)CC2)cc1,8%,-5%,0%,0%,2%,-2%,14%,19,-13
S=c1[nH]nc(C2CCCCC2)n1Cc1ccccc1,15%,-2%,?,-9%,0%,-5%,-16%,4,2
O=C1O/C(=C/c2ccccc2)c2ccccc21,-2%,23%,-1%[1.53 µM],5%,-4%,7%,6%,22,6
Cc1ccc(NC(=O)C2(C)CCN2Cc2csc3ccccc23)cc1 (stereo not drawn),.,?,5%,?,.,?,?,?,6
O=C(COc1ccc2ccccc2c1)NNC(=O)Nc1ccc(F)cc1F,1%,.,0%,.,-2%,2%,7%,4,-16
N#Cc1ccccc1CN1C(=O)NC(Cc2c[nH]c3ccccc23)C1=O (stereo not drawn),-9%,2%,10%,-25%,9%,2%,12%,0,5
CC(C)CCN1C(N(C)C)=NC[C@@H]1C,0%,6%,?,-1%,1%,0%,-1%,-15,6
COc1cccc(NC(=S)N(CCN(C)C)C(C)c2ccco2)c1 (stereo not drawn),-3%,-10%,-2%,?,.,4%,10%,0,2
Cc1ccc(/C(O)=C/C(=O)C(=O)NNC(=O)C(O)(c2ccccc2)c2ccccc2)cc1,3%,4%,-19%,2%,-1%,?,?,0,4
Cc1cccc(N2C(=O)CN(Cc3ccccc3)C2=S)c1,1%,1%,0%,-10%,6%,-1%,-13%,-2,-9
Cc1ccc(CSC2=Nc3ccccc3C3=NC(CCC(=O)NCc4ccco4)C(=O)N23)cc1 (stereo not drawn),5%,3%,5%,-16%,1%,4%,2%,-18,1
CNC(=O)Nc1ccc(S(N)(=O)=O)cc1,6%,2%,6%,-4%,-2%,-11%,12%,7,2
CCc1ccc(/C(C)=N/Nc2cc(Cl)nc(C)n2)cc1,1%,1%,2%,-10%,0%,?,?,-5,8
CCCc1nnc(NC(=O)c2ccncc2)s1,-10%,4%,2%,-3%,-9%,1%,-2%,9,7
O=C(NNc1ccccc1[N+](=O)[O-])Nc1ccccc1,1%,5%,2%,-6%,-1%,1%,-2%,0,-24
NC(=O)CC(NC(=O)Cc1cccc2ccccc12)c1ccc(NC2CCC2)c([N+](=O)[O-])c1 (stereo not drawn),3%,19%,1%,60%,5%[9.22 µM],1%,0%,-2,11
CC(=O)N1CCc2nc3ccccc3cc21,.,0%,1%,-12%,.,0%,9%,14,-7

# No enrichment for hits; 11% or so of the library scored in one or more.
